# From PubChem BioAssay
# NTR1 agonist – agonists of NTR1, primary screen, imaging, U2OS cells, beta-arrestin-GFP, high content (AID 493036); P30989; NTR1-U2OS beta-arrestin-GFP spot imaging, agonist mode; activation, % at 20 µM; 0.17% of 330,000 active;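 active means activation at or above 40% of the spot to cytoplasm intensity ratio, with at least 20 cells analyzed; inconclusive means wells under 20 cells, flagged as cytotoxic or low count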;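 further: 0% = DMSO without peptide and 100% = 100 nM NTR1 peptide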
# Target sequence (P30989 whole entry, looked up): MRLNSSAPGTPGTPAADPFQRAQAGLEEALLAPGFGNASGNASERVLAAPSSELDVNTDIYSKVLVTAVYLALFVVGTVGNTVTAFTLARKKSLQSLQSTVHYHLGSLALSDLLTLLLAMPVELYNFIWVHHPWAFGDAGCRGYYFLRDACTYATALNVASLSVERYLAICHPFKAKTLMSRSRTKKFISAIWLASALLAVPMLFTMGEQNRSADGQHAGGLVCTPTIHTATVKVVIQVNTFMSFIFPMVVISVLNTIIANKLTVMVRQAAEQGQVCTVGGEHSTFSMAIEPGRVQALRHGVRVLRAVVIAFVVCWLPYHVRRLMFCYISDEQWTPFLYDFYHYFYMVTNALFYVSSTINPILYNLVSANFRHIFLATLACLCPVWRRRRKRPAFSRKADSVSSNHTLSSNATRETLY
# KOR beta-arrestin-1 – KOR agonists, beta-arrestin recruitment, primary screen, cell-based, luminescence, uHTS (AID 1777) | KOR beta-arrestin recruitment, luminescence; higher % means a stronger effect | activation, % at 10 µM, or EC50 in µM where a hit was titrated | 0.02% of 280,000 active; in the data active means activation above about 50%, passing the limit was not always enough; further: a part of the inactive calls stands beside numbers as strong as those of hits
# GPR35 antagonists – GPR35 antagonists blocking zaprinast-driven arrestin recruitment, primary screen, imaging, U2OS, beta-arrestin-GFP, zaprinast agonist (AID 2058) | U2OS GPR35 beta-arrestin-GFP translocation imaging, zaprinast antagonism; higher % means a stronger effect | one-dose inhibition, % at 10 µM; IC50 in µM for titrated hits | 0.052% of 290,000 active;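 active means inhibition of at least 50% with at least 30 cells and total cytoplasm GFP at most 10,000,000; inconclusive means under 30 cells or total GFP of 10,000,000 plus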
# GPR55 beta-arrestin – GPR55 agonists via beta-arrestin recruitment, primary screen, imaging, U2OS cells, beta-arrestin-GFP redistribution (AID 1961); activation, % at 10 µM; hits with a dose series show EC50 in µM; U2OS GPR55 beta-arrestin-GFP redistribution imaging; higher % means a stronger effect; 0.048% of 290,000 active;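 active means activation above 40% with more than 50 cells counted in the well; inconclusive means wells holding fewer than 50 cells, flagged as toxic or sparse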;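 further: U2OS osteosarcoma cells stably expressing GPR55 and beta-arrestin-GFP; plate controls were DMSO negative control for no effect and LPI positive control for full effect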
# KOR beta-arrestin-2 – KOR antagonists, beta-arrestin recruitment, cell-based, luminescence, uHTS (AID 1778). KOR beta-arrestin recruitment, luminescence, antagonist mode; higher % means a stronger effect. inhibition, % at 10 µM, or IC50 in µM where a hit was titrated. 0.091% of 290,000 active; in the data active means inhibition above about 50%; further: strong numbers were not always called active
# Rac1 GTP hydrolysis – MgcRacGAP GTPase-activating activity inhibitors, confirmation, biochemical, ADP Hunter fluorescence | MgcRacGAP-stimulated Rac1 GTP hydrolysis, ADP Hunter fluorescence; higher % means a stronger effect; GST-tagged Rac1 F28L mutant substrate | 0.6% of 340,000 active | inhibition, % at 30 µM, or IC50 in µM where a hit was titrated;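 active means first-screen hits whose inhibition reached a set limit at any dose in the follow-up dose series; inconclusive means inhibition above the set first-screen limit but never retested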;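 further: fluorescence reports GDP produced by GAP-driven GTP hydrolysis; strong numbers were not always called active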
# NOD1 inhibition – NOD1 signaling inhibitors, primary screen, cell-based, luminescence, uHTS (AID 1578) | inhibition, % at 4 µM; hits with a dose series show EC50 in µM | 1% of 290,000 active | NOD1-driven NF-kB luciferase reporter cells, luminescence; higher % means a stronger effect; in the data active means inhibition mostly above about 36%, no sharp cut-off; inactive means mostly below about 34%;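 further: HEK-293T reporter cells stimulated with the NOD1 agonist gamma-tri-DAP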
# UTI89 phage lysis – protection from phage-mediated lysis, alamar blue read-out – E. coli UTI89, K1F phage, bacterial capsule biogenesis inhibitors (AID 488966); E. coli UTI89 K1F phage lysis, alamar blue, 2 h; higher % means a stronger effect; one-dose inhibition, % at 100 µM; IC50 in µM for titrated hits; 0.02% of 340,000 active;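 active means phage lysis inhibition, versus mean bacterial control, above a set limit; inconclusive means no clear call, values can overlap the other calls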;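 further: capsule biogenesis inhibitors block K1F phage lysis so surviving cells raise fluorescence; higher fluorescence means more inhibition of phage lysis; actives were called in the ten point dose series up to 300 µM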
# GPR55 LPI antagonism – GPR55 antagonists blocking LPI-driven arrestin recruitment, primary screen, imaging, U2OS, beta-arrestin-GFP, LPI agonist (AID 2013); U2OS GPR55 beta-arrestin-GFP translocation imaging, LPI antagonism; higher % means a stronger effect; inhibition, % at 10 µM; hits with a dose series show IC50 in µM; 0.13% of 290,000 active;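 active means spots per cell inhibited over 60%, with over 100 cells counted and total cytoplasm intensity under 500,000; inconclusive means wells with under 100 cells, flagged as likely toxic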;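 further: U2OS cells stably carrying GPR55 and arrestin-GFP stimulated by 5 µM LPI near EC80; imaged beta-arrestin-GFP aggregate spots per cell after agonist stimulation; plate controls were LPI-stimulated DMSO wells for no effect and DMSO wells without LPI for full effect; some results filed as inactive read as strong as hits; confirmed hits need IC50 under 10 µM and bright autofluorescent wells are also inconclusive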
# NTR1 agonist cell count 20 µM – second read-out of NTR1 agonist, no call of its own (marks repeat the call); cell count; measured here: cell count, cytotoxicity flag
# * hit, by the source's call; ? = inconclusive; · = no result given; [ ] = another dose, or the depositor's remark.
SMILES,NTR1 agonist,NTR1 agonist cell count 20 µM,KOR beta-arrestin-1,GPR35 antagonists,GPR55 beta-arrestin,KOR beta-arrestin-2,Rac1 GTP hydrolysis,NOD1 inhibition,UTI89 phage lysis,GPR55 LPI antagonism
CCN(CC)c1ccc(NC(=O)COC(=O)COc2ccccc2[N+](=O)[O-])cc1,1.6,85,0.0%,-6.2%,0.0%,-15.0%,?,-16.9%,0.7%[50 µM],2.0%
Nc1ccc(NS(=O)(=O)c2ccccc2)cc1,-2.1,86,-2.0%,12.7%,0.1%,-12.5%,11.7%,-6.4%,0.2%,-19.3%
COc1ccc(-c2csc(NC(=O)COC(=O)c3ccc(Br)o3)n2)cc1,7.2,91,-3.6%,-11.1%,0.4%,-14.4%,·,-40.3%,·,4.0%
Fc1cccc(-n2c(-c3ccco3)nc3nc4ccccc4nc32)c1,8.5,49,-4.1%,8.8%,-0.2%,1.5%,13.6%,-13.2%,1.3%,9.5%
CCOc1ccc(S(=O)(=O)Nc2cccc(C)c2)c2cccnc12,0.5,40,2.2%,3.2%,0.2%,-12.0%,0.9%,-39.8%,-0.6%,3.1%
CCC(OC(=O)c1cc2sccc2n1C)C(=O)NCC1CCCO1 (stereo not drawn),-0.1,45,7.5%,5.6%,0.3%,-34.9%,10.9%,-4.9%,0.5%,8.2%
CCCC(=O)N(CCN1CCOCC1)c1nc2ccc(OCC)cc2s1,-0.8,55,-0.5%,15.9%,-0.1%,-22.4%,4.8%,-20.5%,0.2%,0.5%
CS(=O)(=O)N(Cc1ccccc1Cl)c1ccc(C(=O)N2CCCC2)cc1,0.7,52,-4.0%,3.2%,-0.1%,-39.1%[20 µM],13.7%,-23.7%,0.5%,-17.1%
Cc1ccc(CNC(=O)C2(S(=O)(=O)c3ccccc3)CC=CC2)cc1,0.8,69,-4.0%,7.1%,0.0%,-21.3%[20 µM],0.9%,-65.2%,-0.5%,-6.9%
COC(=O)c1ccc(NS(=O)(=O)c2ccc(OC)cc2)cc1,1.7,53,1.8%,-11.6%,0.1%,-35.0%,1.8%,-26.6%,-0.2%,3.2%
CCOC(=O)n1c(=O)oc2cc(S(=O)(=O)N3CCCCC3)ccc21,-1.4,67,-0.3%,-11.8%,-0.3%,-14.2%,7.0%,-17.8%,5.9%,7.6%
CCCCn1cc(SCC(=O)O)c2ccccc21,0.4,85,-0.7%,-2.0%,-0.1%,8.3%,7.8%,-8.0%,0.2%,-4.5%
Cc1ccc(CNc2nc(-c3cccnc3)nc3ccccc23)cc1,5.7,33,0.2%,-4.0%,-0.1%,-45.6%,9.9%,35.6%,-0.1%,-2.1%
CC(OC(=O)c1ccc(F)cc1)C(=O)Nc1nc(-c2cccc([N+](=O)[O-])c2)cs1 (stereo not drawn),0.9,45,6.7%,5.6%,-0.4%,-2.5%,5.3%,-38.9%,1.7%[50 µM],7.9%
Cc1nc2ccc([N+](=O)[O-])cc2s1,-1.1,33,-3.8%,22.1%,-0.3%,13.7%,0.3%,-12.4%,0.8%,3.8%
O=C(Cc1ccccc1[N+](=O)[O-])NCc1ccc(Cl)cc1,2.2,91,-1.5%,-14.4%,0.4%,-18.6%,11.0%,-44.0%,3.5%,4.0%
S=C(NCCCn1ccnc1)Nc1cccc(Cl)c1,-0.1,54,-0.4%,-9.5%,-0.1%,-10.6%,2.1%,-39.7%,0.4%,-4.1%
CC(=O)NNC(=O)c1csc(Cc2c(Cl)sc3ccc(Cl)cc23)n1,1.9,46,2.0%,5.0%,-0.2%,1.6%,10.1%,-3.8%,-1.4%,5.2%
COc1ccc(CCNC(=O)COc2ccc(S(=O)(=O)NC(C)C)cc2Cl)cc1OC,0.2,62,-2.5%,-18.4%,-0.3%,6.9%,0.1%,-19.1%,3.7%,-10.3%
CC1=C(C#N)c2nc(N)c(C#N)c(C)c2/C1=C\c1ccc(C)cc1,1.4,55,5.8%,-3.7%,2.2%,-58.9%,·,51.6%,·,12.7%
CC(C)SCC(=O)Nc1ncc2c(n1)-c1ccccc1CC2,-0.7,33,-7.9%,-1.5%,0.2%,-13.7%,-6.5%,-19.5%,-0.9%,2.2%
CNC(=O)Cc1nc2ccccc2n1CC(=O)Nc1cc(C)cc(C)c1,1.2,35,·,-7.7%,-0.6%,·,2.6%,-18.4%,-0.5%,6.1%
CC(C)CCNC(=O)CN(CC1CCCO1)C(=O)CCC(=O)Nc1nccs1 (stereo not drawn),-0.4,82,-0.3%,9.1%,-0.2%,3.6%,3.9%,-14.2%,0.4%,8.3%
COc1cc(CNCCO)ccc1OCC(=O)Nc1ccc(Br)cc1,-0.1,59,-4.1%,-0.4%,-0.2%,9.8%,17.4%,-46.4%,1.3%,2.0%
COC(=O)C1C(=O)NCC1c1ccc(OC)cc1 (stereo not drawn),0.4,42,-0.9%,8.1%,-0.1%,-36.9%,9.3%,7.6%,2.5%,0.9%
COCCNC(=O)C(c1ccccc1)N(CCOC)C(=O)Cn1nnc2ccccc21 (stereo not drawn),0.5,57,7.0%,0.3%,-0.2%,-0.9%,8.2%,-6.0%,-0.3%,-6.9%
OCCN(CCO)c1nc(-c2ccccc2)nc2c1oc1ccccc12,2.9,31,2.2%,-21.9%,0.5%,-7.3%,2.3%,-12.2%,-0.4%,-5.6%
COc1cccc(OCC(O)CN2CCN(c3ccccn3)CC2)c1 (stereo not drawn),0.3,50,12.4%,-7.5%,0.5%,4.9%,8.0%,-23.2%,1.5%[50 µM],12.2%
CCN(CC)CCNC(=O)c1cc(-c2ccco2)nc2ccccc12,-1.5,32,-1.5%,1.6%,-0.2%,12.9%,2.5%,-17.8%,-0.1%,9.2%
O=c1oc2ccccc2c(Nc2ccc3ncccc3c2)c1[N+](=O)[O-],-0.9,49,-3.1%,8.5%,-0.1%,-12.2%,3.4%,24.5%,4.0%,8.3%
CC(C)C(=O)Nc1cccc(C(=O)Nc2nncs2)c1,-2.4,87,1.2%,6.1%,0.3%,15.3%,6.6%,1.5%,0.1%,11.2%
C(=C\c1ccccc1)/CN1CCN(c2ncnc3c2oc2ccccc23)CC1,11.7,67,10.6%,-1.9%,-0.2%,-17.3%,-2.8%,55.7%,2.2%,9.7%
C=CCOc1cccc(C2/C(=C(/O)c3ccccc3)C(=O)C(=O)N2CCN2CCOCC2)c1 (stereo not drawn),-1.2,81,6.9%,0.6%,-0.1%,-45.9%,9.3%,6.1%,1.1%,-0.9%
Cc1cc(CN2CCCC(N3CCc4ccccc4C3)C2)cc(C)c1O (stereo not drawn),0.9,62,-4.8%,-7.5%,0.1%,-20.8%[20 µM],-5.8%,-14.8%,0.0%,3.5%
CCOC(=O)C(C(=O)OCC)C(Nc1ccc(Br)cc1)c1ccccc1 (stereo not drawn),13.0,78,3.5%,29.1%,-0.1%,-4.4%,-3.0%,18.8%,-0.1%,20.9%
CC(C)c1ccc(/C=C2\C(=N)N3N=C(CC(=O)N4CCCCC4)SC3=NC2=O)cc1,1.3,61,0.6%,-1.7%,-0.1%,12.0%,4.5%,-8.0%,0.4%,11.6%
CCOC(=O)c1cc(-c2ccc(/C=N\n3cnnc3)o2)ccc1Cl,2.7,35,-3.5%,-9.0%,0.2%,-5.7%,9.3%,-16.4%,3.0%,4.9%
Cc1ccc(/C=C/C(=O)c2ccc(N3CCOCC3)cc2)s1,1.4,44,3.4%,6.5%,-0.3%,-14.9%,1.8%,8.4%,-1.2%,-1.6%
O=C(CSc1nc2ccccc2c(=O)n1Cc1ccco1)c1ccc(F)cc1,7.2,54,5.1%,-11.2%,0.3%,-3.9%,7.6%,-25.1%,4.1%,2.2%
O=C(c1cccc(F)c1)N1CCC(c2nc3ccccc3s2)CC1,0.1,26,0.1%,3.4%,0.0%,19.6%,6.9%,-16.1%,-0.2%,-1.6%
O=C(c1ccc([N+](=O)[O-])cc1)N1CCN(C2=NS(=O)(=O)c3ccccc32)CC1,-0.2,64,3.4%,-3.9%,-0.1%,3.0%,-8.5%,-32.9%,-0.1%,11.2%
CCn1nnnc1SCC(=O)c1ccc(C)cc1C,-1.3,67,-2.2%,10.4%,-0.2%,-23.1%,9.6%,-57.0%,6.5%,15.0%
CC(NCc1cccs1)C(=O)Nc1cc(Cl)cc(Cl)c1 (stereo not drawn),0.5,42,-3.9%,10.3%,-0.3%,-8.6%,16.5%,1.8%,0.1%,-9.6%
Cc1ccc(C(=O)O/N=C\c2ccc(N3CCOCC3)c([N+](=O)[O-])c2)cc1,14.5,53,-2.5%,8.8%,-0.1%,11.2%,9.9%,8.3%,0.5%,·
CC(C)Oc1ccc(CNC(=O)CCCN2C(=O)C(c3ccccc3)Oc3cccnc32)cc1 (stereo not drawn),0.9,64,-1.0%,-1.1%,0.2%,-4.9%,6.0%,-12.6%,0.1%,2.6%
O=C(CN1C(=O)CSc2ccccc21)N1CCc2ccccc21,-0.9,71,-1.6%,-12.2%,-0.1%,7.7%,9.7%,-14.0%,4.8%,2.4%
CCCC(=O)Nc1ccc2oc(-c3cccnc3)nc2c1,2.2,78,-1.9%,4.7%,0.0%,10.6%,2.9%,-30.5%,-0.3%,12.0%
CC(=O)N1CCCc2cc(S(=O)(=O)NC(C(=O)NCc3ccc(C)cc3)C(C)C)ccc21 (stereo not drawn),-0.9,65,-3.6%,0.7%,0.1%,8.6%,6.6%,-0.8%,-0.1%,2.3%
COc1cc(SC)ccc1C(=O)NCC1CCCO1 (stereo not drawn),1.6,65,-3.5%,-14.3%,0.0%,4.2%,4.8%,-7.1%,3.4%,4.5%
COc1ccc(C(=O)N/C(=C/c2ccc(Cl)cc2)C(=O)NCc2ccncc2)cc1,0.6,74,-0.1%,3.6%,-0.2%,3.4%,5.0%,-15.9%,0.1%,11.1%
CC1CN(CC(=O)Nc2ccccc2Sc2ccccc2)CC(C)O1 (stereo not drawn),0.1,63,6.4%,2.2%,0.3%,-24.6%,0.6%,40.0%,0.2%,-11.6%
N/C(=N\OC(=O)CCc1ccccc1)c1cccnc1,0.4,76,·,5.7%,-0.1%,1.1%[20 µM],-5.9%,-26.1%,0.1%,16.2%
CCOc1ccccc1C(=O)Oc1ccc2ccc(=O)oc2c1,1.8,74,0.4%,-7.3%,0.9%,9.3%,12.8%,-15.6%,0.1%,-9.9%
COCCn1c(C)cc(/C=C2/NC(=O)N(c3cccc(Cl)c3)C2=O)c1C,4.6,86,-4.6%,-1.2%,0.6%,-8.8%,9.1%,-51.2%,0.0%,11.6%
O=C(O)/C(=C\c1ccc(Cl)c([N+](=O)[O-])c1)c1ccc(S(=O)(=O)N2CCCCC2)s1,0.3,45,-0.5%,12.5%,0.1%,3.0%,9.8%,-22.6%,-0.6%,5.1%

# Some of the compounds tested; rates above refer to the full screens.
